High-throughput results from PubChem.
TRPC4 agonist: activators of mouse TRPC4 channel, primary screen, Fluo4 calcium, HEK293 TRPC4beta/mu-opioid cells; AID 2237, 2010; Short transient receptor potential channel 4 (Mus musculus), Q9QUQ5; B-score at 10 µM; 0.49% of 310,000 active; Fluo4 calcium fluorescence; hits give high values;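 active = B-score above 5 SD of library B-scores, and initial fluorescence ratio not above library mean plus 5 SD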;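 note: positive B-score marks a calcium rise read as TRPC4 activation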
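System – HEK293 cells stably co-expressing mouse TRPC4beta and mu-opioid receptor · Signal – Fluo4 calcium-sensitive dye fluorescence, kinetic, 1 Hz baseline · Benchmarks – buffer (low) and maximal DAMGO (high) · Read-out – B score of integrated fluorescence ratio per well · Incubation – dye loading 45 min room temperature, 110 s kinetic read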
TRPC4 potent: positive allosteric modulators of TRPC4, primary screen, cell-based, mouse TRPC4beta, HEK293 mu-opioid, Fluo-4 calcium; DAMGO EC20, Fluo-4 Ca2+ flux; hits give high values; B-score at 10 µM; 0.42% of 310,000 active; AID 2227, 2009;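 active = B-score of calcium response area above 5 SD of library B-scores, with initial fluorescence ratio within 5 SD of library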;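 note: B-score of integrated fluorescence ratio over time as area under calcium response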
TRPC4 inh: inhibitors of mouse TRPC4 channel, primary screen, Fluo4 calcium, HEK293 TRPC4beta/mu-opioid cells; Short transient receptor potential channel 4 (Mus musculus), Q9QUQ5; DAMGO-evoked Fluo4 calcium flux; hits give low values; B-score at 10 µM; 0.39% of 300,000 active;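 active = B-score over 3 SD under the library average, no early fluorescence shift, positive overall ratio signal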
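test system = HEK293 cells with stable TRPC4beta plus mu-opioid receptor expression | detection = Fluo4 Ca2+ flux fluorescence | read-out = integrated fluorescence ratio relative to baseline, converted to per-well B score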
PolyA inhibitor: polyadenylation inhibitors in yeast reporter cells, primary screen, luminescence, S. cerevisiae; 0.02% of 300,000 active; calls only at 12 µM; S. cerevisiae SKY197-pL101 polyadenylation reporter, beta-gal luminescence; efflux-impaired pdr1/pdr3 knockout yeast; score 100 = 6 SD above DMSO; AID 1875, 2009;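 active = lowest replicate activity score at least 50, where 100 means six control SD above control mean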;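 note: yeast exposed to compound for 9 h at 30 °C; higher score means more reporter readthrough which indicates perturbed polyadenylation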
MrgX1 antag: antagonists of human MrgX1 receptor, primary screen, HEK293 cells, Fluo-4 calcium flux; Mas-related G-protein coupled receptor member X1 (Homo sapiens), Q96LB2; BAM8-22 antagonism; hits give low values; B-score at 10 µM; 1.3% of 310,000 active;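 active = calcium-response B-score plate-corrected more than 3 library SD below zero, starting fluorescence within 5 deviations, no agonist response on first addition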;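 note: peak minus trough fluorescence over baseline after final BAM8-22 challenge near maximal dose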
Target sequence (Q96LB2 whole entry, looked up): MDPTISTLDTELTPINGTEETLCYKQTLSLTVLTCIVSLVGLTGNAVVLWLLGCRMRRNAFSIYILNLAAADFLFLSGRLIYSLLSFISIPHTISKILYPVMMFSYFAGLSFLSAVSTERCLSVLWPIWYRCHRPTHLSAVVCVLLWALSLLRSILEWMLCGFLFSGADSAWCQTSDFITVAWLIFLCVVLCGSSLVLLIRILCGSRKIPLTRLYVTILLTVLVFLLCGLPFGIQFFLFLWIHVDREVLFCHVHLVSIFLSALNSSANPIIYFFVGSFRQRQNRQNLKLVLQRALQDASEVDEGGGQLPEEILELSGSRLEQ
TRPC6 act: mouse TRPC6 channel activators, primary screen, cell-based, HEK293, membrane potential dye. Short transient receptor potential channel 6 (Mus musculus), Q61143. HEK293-TRPC6 membrane potential dye fluorescence; hits give high values. B-score at 10 µM. 0.13% of 310,000 active. AID 2550, 2010;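 active = B-score of the integrated fluorescence ratio above library mean plus 3 SD, and starting fluorescence ratio within library mean plus 5 SD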;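 note: higher score means more depolarization so channel activation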
TRPC6 inhibitor: mouse TRPC6 channel inhibitors, primary screen, cell-based, HEK293, membrane potential dye; 1.1% of 310,000 active; ACh-evoked depolarization; hits give low values; B-score at 10 µM; AID 2553, 2010;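 active = B-score under library mean minus 3 SD, initial fluorescence not abnormally high, positive integrated signal ratio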;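 note: B-score derived from integrated fluorescence ratio over the kinetic read; more negative B-score means stronger inhibition of depolarization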
HIF act: HIF pathway transcriptional activators, primary screen, cell-based, U2OS HRE-luciferase, luminescence. U2OS HRE-luciferase reporter; normalized: DMSO 0%, desferrioxamine 100%. activation, % at 7.5 µM (by protocol). 0.32% of 300,000 active;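 active = mean activation of at least 10% of the iron chelator positive control signal, with at least half of replicates also reaching 10%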
MrgX1 PAM: positive allosteric modulators of MrgX1, primary screen, HEK293 cells, Fluo-4 calcium flux; B-score at 10 µM; AID 588675, 2011; FDSS; hits give high values; 0.63% of 310,000 active; Mas-related G-protein coupled receptor member X1 (Homo sapiens), Q96LB2;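 active = plate-corrected calcium response at least 3 library SD above typical, normal starting fluorescence, not activating the receptor alone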;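 note: compound read alongside a low EC10 to EC30 dose of BAM8-22 agonist; peak minus trough fluorescence over baseline measured at the second addition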
AI-2 QS modul: Vibrio harveyi AI-2 quorum sensing modulators, primary screen, JMH597 strain, luminescence/OD600 ratio | activity change, % at 7.5 µM | 0.4% of 300,000 active | Vibrio harveyi JMH597 AI-2 luminescence/OD600 ratio, 9 h; hits give low values; strain lacks LuxN and CqsS sensors; 0 = neutral-control median | AID 2094, 2009; in the data active = activity change below about -75%, passing the limit was not always enough;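 note: luminescence divided by OD600 gain over 9 h not by final OD600 alone; inactives centre near 13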
MrgX1 ag: agonists of human MrgX1 receptor, primary screen, HEK293 cells, Fluo-4 calcium flux; Mas-related G-protein coupled receptor member X1 (Homo sapiens), Q96LB2; Fluo-4 calcium fluorescence, agonist mode; hits give high values; B-score at 10 µM; AID 588627, 2011; 0.44% of 310,000 active;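 active = calcium response B-score plate-corrected fluorescence ratio at least 3 library SD, with starting fluorescence B-score inside 5 SD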
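Test system: Stable human MrgX1 HEK293 cell line | Schedule: Overnight plating before 1 h dye loading | Read-out basis: Baseline-normalised fluorescence change ratio, B-scored | Detection: Kinetic calcium dye fluorescence, Fluo-4 NW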
The depositor's hits bear a star; i = inactive; · = no result given. Only part of the results is shown. The share of hits here may be higher or lower than overall.

no.	mol	TRPC4 agonist	TRPC4 potent	TRPC4 inh	PolyA inhibitor	MrgX1 antag	TRPC6 act	TRPC6 inhibitor	HIF act	MrgX1 PAM	AI-2 QS modul	MrgX1 ag
1	COc1cc([N+](=O)[O-])cc(/C=N/N(CCC#N)C(C)=O)c1O	i	i	i	i	i	i	i	-0.2	i	-0.4	i
2	CC(C)NCC(=O)C12CC3CC(CC(C3)C1)C2	i	i	i	i	i	i	i	-1.0	i	18.0	i
3	COc1ccc(C(=O)NCCn2cc(SCC(=O)NCC3CCCO3)c3ccccc32)cc1OC (configuration not stated)	i	i	i	i	i	i	i	-0.6	i	12.5	i
4	Cc1onc(-c2c(F)cccc2Cl)c1C(=O)NCCO	i	i	i	i	i	i	i	0.4	i	10.3	i
5	CCOC(=O)Cn1c(=O)oc2cc(S(=O)(=O)N3CCN(C(=O)OCC)CC3)ccc21	i	i	i	i	i	i	i	-0.5	i	48.5	i
6	Cc1ccc(C2=NN(CC(=O)O)C(=O)CC2)cc1	i	i	i	i	i	i	i	0.7	i	9.0	i
7	CC(C)c1ccc(N(C(=O)CNC(=O)c2ccco2)C(C(=O)NC2CCCC2)c2ccncc2)cc1 (configuration not stated)	i	i	i	i	i	i	i	0.9	i	-8.9	i
8	C=CCNc1oc(-c2cccc3ccccc23)nc1C#N	i	i	i	i	i	i	i	0.4	i	1.7	i
9	CCCCSc1nc(O)cc(=O)n1CC	i	i	i	i	i	i	i	0.4	i	12.9	i
10	O=c1c2[nH]c3ccccc3c2ncn1CCN1CCOCC1	i	i	i	i	i	i	i	0.5	i	22.4	i
11	S=C(NCCc1ccccc1)NN=C1CCCCCC1	i	i	i	i	i	i	i	3.5	7.41*	-16.4	i
12	N#Cc1ccccc1COC(=O)CCCC1=NS(=O)(=O)c2ccccc2N1	i	i	i	i	i	i	i	-0.2	i	9.4	i
13	O=C1c2ccccc2C(=O)N1CC#CCN1CCN(C(c2ccccc2)c2ccccc2)CC1	i	i	i	i	i	i	i	-0.4	i	2.5	i
14	Cc1cc(C)cc(N(CC(=O)NC2CCCC2)C(=O)CCC(=O)Nc2nccs2)c1	i	i	i	i	i	i	i	0.1	i	17.4	i
15	Cc1cccc(CCN2CCC(C(=O)c3ccc(NS(C)(=O)=O)cc3)CC2)n1	i	i	i	i	i	i	i	0.0	i	7.7	i
16	CC(CC12CC3CC(CC(C3)C1)C2)NCc1ccccc1O (configuration not stated)	i	i	i	i	i	i	i	0.1	i	25.5	i
17	COc1ccccc1N1CCN(C(=O)c2n[nH]c3ccccc23)CC1	i	i	i	i	i	i	i	-0.2	i	0.7	i
18	COCCN1C=C2C(=O)C(C)(OC(=O)C3CCCC3)C(=O)C(c3ccccc3)=C2C=C1CCCC(=O)OC (configuration not stated)	i	i	i	i	i	i	i	-0.1	i	31.9	i
19	COCCN(C(=O)COC(=O)c1cccs1)c1c(N)n(Cc2ccccc2)c(=O)[nH]c1=O	i	i	i	i	i	i	i	0.2	i	17.5	i
20	Nc1ccccc1C(=O)NCC1(c2ccccc2)CCCC1	i	i	i	i	i	i	i	-0.3	i	-2.3	i
21	C/C(=N\Nc1ncc(Br)cn1)c1cccc([N+](=O)[O-])c1	i	i	i	i	i	i	i	-0.3	i	33.7	i
22	O=C(NCCC1=CCCCC1)C(=O)NCc1ccncc1	i	i	i	i	i	i	i	0.9	i	6.0	i
23	CCCOc1ccc(-c2nn(-c3ccccc3)cc2/C=C2\SC(N)=NC2=O)cc1	i	i	i	i	i	i	i	-0.1	i	7.8	i
24	COc1cc(CC(=O)OCC(=O)N2C(C)CCCC2C)cc(OC)c1OC (configuration not stated)	i	i	i	i	i	i	i	-18.9	i	44.8	i
25	CC(=O)Nc1cccc(C(=O)Nc2cccc3ncccc23)c1	i	i	i	i	i	i	i	-0.8	i	14.4	i
26	COc1cc2c(cc1OC)C1=C(C#N)CN(C3CCCCC3)CN1CC2	i	i	i	i	i	i	i	0.1	i	13.3	i
27	CC(C)(/C=N/O)N(O)C=C1C=CC(=O)C=C1	i	i	i	i	i	i	i	-0.2	i	9.4	i
28	O=C(NNc1ccc(Cl)cc1)c1cccs1	i	i	i	i	i	i	i	0.1	i	5.3	i
29	CCOc1ccc(NC2c3ccccc3C(=O)N2c2ccc(Cl)cn2)cc1 (configuration not stated)	i	i	i	i	i	i	i	4.0	i	18.7	i
30	CCOC(=O)N1CCN(C(=O)CN(c2ccc(OCc3ccccc3)cc2)S(C)(=O)=O)CC1	i	i	i	i	i	i	i	-0.1	i	45.6	i
31	O=C(CCN1C(=O)/C(=C/c2ccc(F)cc2)SC1=S)NC1C=CS(=O)(=O)C1 (configuration not stated)	i	i	i	i	i	i	i	-0.2	i	27.0	i
32	Cc1ccc(C)c(NC(=O)CSc2n[nH]c(-c3ccncc3)n2)c1	i	i	i	·	i	i	i	0.2	i	5.6	i
33	S=c1[nH]nc(COc2ccccc2)n1/N=C/c1ccc(Cl)cc1	i	i	i	i	i	i	i	-1.5	i	19.1	i
34	CC1CC(C)CN(C(=O)COc2ccc([N+](=O)[O-])cc2Cl)C1 (configuration not stated)	i	i	i	i	i	i	i	-0.7	i	33.8	i
35	CCC(=O)Nc1ccc(NC(=O)CSc2nnnn2C(C)C)cc1	i	i	i	i	i	i	i	-26.6	i	14.0	i
36	COC(=O)C1=C(C)NC2=C(C(=O)CCC2)C1c1cn(Cc2ccc(Cl)cc2Cl)nc1-c1ccccc1 (configuration not stated)	i	i	i	i	i	i	i	-25.3	i	29.1	i
37	COc1ccc(C(=O)Nc2ccc(S(=O)(=O)Nc3nccnc3OC)cc2)cc1	i	i	i	i	i	i	i	0.2	i	20.4	i
38	CCOC(=O)c1cccnc1SCc1cc(=O)n2ccccc2n1	i	i	i	i	i	i	i	-0.2	i	40.9	i
39	CCN(CC)S(=O)(=O)c1ccc2c(c1)N(CC(=O)NCCc1ccc(S(N)(=O)=O)cc1)C(=O)CO2	i	i	i	i	i	i	i	-0.2	i	2.3	i
40	CCOC(=O)C1CCN(S(=O)(=O)c2cn(C)cn2)CC1	i	i	i	i	i	i	i	0.1	i	24.6	i
41	COc1ccccc1C1=Nc2cccc3cccc(c23)N1	i	i	i	i	i	i	i	·	i	20.2	i
42	N#CCCC(CCC#N)(CCC#N)c1cc[n+](CCc2ccccn2)cc1	i	i	i	i	i	i	i	-0.7	i	-10.1	i
43	O=C1CCCCCCCCCC/C(=N\O)CCCO1	i	i	i	i	i	i	i	-0.1	i	12.3	i
44	O=C(CN1CCN(S(=O)(=O)c2ccccc2)CC1)NCc1ccccc1	i	i	i	i	i	i	i	-0.4	i	16.8	i
45	O=[N+]([O-])c1cc(F)c(N2CCOCC2)cc1N1CCCCC1	i	i	i	i	i	i	i	-0.2	i	4.1	i
46	Cc1ccc(C)c(S(=O)(=O)N2CCC3(CC2)OCCN3S(=O)(=O)c2cccs2)c1	i	i	i	i	i	i	i	0.0	i	-1.7	i
47	COc1ccc(-c2csc(NC(=O)CSCc3c(C)noc3C)n2)cc1OC	i	i	i	i	i	i	i	-21.4	i	26.2	44.2*
48	CC(=O)Nc1ccc(OCC(O)CN2CCCCC2C)cc1 (configuration not stated)	i	i	i	i	i	i	i	-0.3	i	13.2	i
49	CC(=O)NC(CC(=O)Nc1nc(C)cs1)c1ccccc1 (configuration not stated)	i	i	i	i	i	i	i	0.3	i	14.3	i
50	CN1CC(=O)Nc2ccc(Br)cc2C1=O	i	i	i	i	i	i	i	-1.1	i	14.2	i
51	COc1ccc(S(=O)(=O)N(C)c2ccc(C(=O)N3CCCC3)cc2)cc1OC	i	i	i	i	i	i	i	0.0	i	5.9	i
52	COc1ccc(C(=O)/C=C/c2ccc(OC3CSC3)cc2)cc1OC	i	i	i	i	i	i	i	0.4	i	15.5	i
53	Cc1noc(C)c1S(=O)(=O)Nc1ccc(C#N)cc1	i	i	i	i	i	i	i	-0.2	i	9.6	i
54	CCn1c(=O)cc(OCC(=O)NCCCN2CCN(c3cccc(Cl)c3)CC2)c2ccccc21	i	i	i	i	i	i	i	-0.9	i	14.1	i
55	CN1C2=C(C#N)C(c3ccccc3)(C(F)(F)F)NC(=O)N2c2ccccc21 (configuration not stated)	i	i	i	i	i	i	i	-0.7	i	16.6	i
56	Cn1c(=O)cc(OCC(=O)NCCCN2CCN(c3ccccc3F)CC2)c2ccccc21	i	i	i	i	i	i	i	0.3	i	-2.2	i
57	COc1ccc(OC)c(NC(=O)CSc2nccn2Cc2ccco2)c1	i	i	i	i	i	i	i	-0.1	i	2.5	i
58	COc1cc(SC)ccc1C(=O)Nc1ncc(Cl)cc1Cl	i	i	i	i	i	i	i	2.4	i	6.4	i
59	CCOC(=O)c1c(CC(C)C)csc1/N=C/C1C(=O)CCCC1=O	i	i	i	i	i	i	i	0.4	i	-16.9	i
60	CN(C)CCn1c(=S)[nH]c2ncccc2c1=O	i	i	i	i	i	i	i	-0.1	12.7*	1.7	i
61	Cc1ccc(NC(=O)CSc2nnc(-c3cnccn3)n2C)cc1C	i	i	i	i	i	i	i	0.2	i	11.4	i
